S3 lipid droplet – qHTS Assay for Lipid Storage Modulators in Drosophila S3 Cells | Potency in µM for hits, for the others lipid storage change, negative = inhibition, % at the top dose, mostly 46.1 µM | hit rate 0.64% among 320,000 | Drosophila S3 cells, BODIPY lipid droplet fluorescence, 18-24 h; cells fed with added oleic acid; active = well fitted inhibition curve with a large enough effect in the signal ratio, with a control signal flat, not every such curve was filed as active; inconclusive = small, poorly fitted or top-dose-only effect, or effect the other way, or a change in a side signal; the % refers to the signal ratio
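Drosophila S3 cells loaded with oleic acid (400 uM, as added) and compounds at several concentrations; lipid droplets imaged by 488-nm laser-scanning cytometry, 500–530 nm intensity and object ratio to cell channel. Percent activity normalized to 20 uM Triacsin C.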
S3 lipid droplet cell count max – further read-out of S3 lipid droplet, marked with its call; cell number change, %; measured here: cell count max response;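 cells counted by Cell Tracker Red CMTPX staining in the red channel; peak over a dose series mostly up to 46.1 µM; percent activity relative to internal control wells on each plate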
* hit, by the source's call; i = inactive; ? = inconclusive; · = no result given. % is set by controls: 0 for no effect and ±100 for the full control effect; potency is the fitted concentration of half-maximal effect. The list is partial; count on the stated rates, not on these rows.

The line under a structure holds: S3 lipid droplet, S3 lipid droplet cell count max
C=CCNC1=C(Cl)C(=O)N(Cc2ccccc2)C1=O
  i, 1.6
O=C(CCn1cnc2ccccc21)N/N=C/C=C/c1ccccc1
  ?, ·
Cc1ccc2c(Cl)cc(Cl)c(OCC(=O)N3CCCC3)c2n1
  26.8%, ·
Cc1noc(-c2ccccc2)c1NC(=O)Nc1ccc(Cl)cc1
  -8.6%, -2.9
Oc1ccc(N=Nc2ccccc2)o1
  ?, ·
COC(=O)c1ccc(NC(=O)Cn2nnc3ccccc32)cc1
  ?, ·
COCCn1c(C)cc2c(c1=O)C(c1ccccc1F)C(C#N)=C(N)O2 (configuration not stated)
  3.2%, 5.7
CN(C(=O)COC(=O)c1ccc2c(c1)OCCO2)C1CCCCC1
  ?, ·
COc1ccc(C(=O)NCC(c2ccco2)N2CCc3ccccc32)cc1OC (configuration not stated)
  ?, ·
CCN(CC(=O)Nc1ccc(OC)cc1)C(=O)Cc1ccc(OC)c(S(=O)(=O)N2CCOCC2)c1
  ?, ·
NS(=O)(=O)c1ccc(NC(=O)c2cc(-c3cc(Cl)ccc3O)n[nH]2)cc1
  ?, ·
CC(C)CN1C(=O)C(=Nc2cccnc2)c2ccccc21
  i, ·
CC1CC(NC(=O)N(C)C)N(C)C(=O)N1 (configuration not stated)
  2.6%, 2.2
CCOCCn1c(=NC(=O)CSCC(=O)N2CCOCC2)sc2cc(OC)ccc21
  -28.8%, 11.8
Cc1cc(C(=O)Nc2ccc(Cl)c(S(=O)(=O)N3CCOCC3)c2)c2ccccc2n1
  ?, ·
COc1ccc(OC)c(CNC(=O)CCCc2cn(C)c3ccccc23)c1
  ?, ·
COc1cccc(C(=O)NCCS(=O)(=O)NCc2ccccn2)c1
  ?, ·
O=C(O)/C=C/C(=O)NCCNc1ncc(C(F)(F)F)cc1Cl
  -15.3%, 15.3
CCOC(=O)N1CCN(C(=O)C2CCC(CNS(=O)(=O)c3ccc(Cl)cc3)CC2)CC1 (configuration not stated)
  -0.1%, 12.5
CN1CCc2nc3ccc(Cl)cc3c(-c3ccccc3Cl)c2C1
  -13.3%, -7.8
COC(=O)C1=CN(CC2CCCO2)C=C(C(=O)OC)C1c1ccccc1C(F)(F)F (configuration not stated)
  9.7%, 1.7
COc1ccc(CC(=O)Nc2ncc([N+](=O)[O-])s2)cc1OC
  ?, ·
O=S(=O)(c1ccc(N2CCOCC2)c(Cl)c1)N1CCOCC1
  ?, ·
Cc1nn(C)c(Oc2cccc(Cl)c2)c1C#N
  ?, ·
O=C(NCCCN1CCCC1)c1ccc2c(c1)N(Cc1cccc(Cl)c1)C(=O)c1ccccc1S2=O (configuration not stated)
  ?, ·
CN(Cc1ccccc1)c1ccc(S(=O)(=O)N2CCOCC2)cn1
  ?, ·
O=C(/C=C\Nc1ccc2c(c1)OCO2)c1ccc(Cl)s1
  ?, ·
CSCCCN1CCCC(CO)(Cc2ccccc2F)C1 (configuration not stated)
  ?, ·
O=C(NC1CCCC1)c1ccccc1-c1nc2ccccc2[nH]1
  ?, ·
O=C(c1cccc(-n2cccc2)c1)N1CCN(S(=O)(=O)c2ccc(F)cc2)CC1
  -14.2%, 14.6

Exported tab-delimited: 6 of the compounds above.
structure	S3 lipid droplet	S3 lipid droplet cell count max
COCCn1c(C)cc2c(c1=O)C(c1ccccc1F)C(C#N)=C(N)O2 (configuration not stated)	3.2%	5.7
CN(C(=O)COC(=O)c1ccc2c(c1)OCCO2)C1CCCCC1	?	·
COc1ccc(C(=O)NCC(c2ccco2)N2CCc3ccccc32)cc1OC (configuration not stated)	?	·
CCN(CC(=O)Nc1ccc(OC)cc1)C(=O)Cc1ccc(OC)c(S(=O)(=O)N2CCOCC2)c1	?	·
NS(=O)(=O)c1ccc(NC(=O)c2cc(-c3cc(Cl)ccc3O)n[nH]2)cc1	?	·
CC(C)CN1C(=O)C(=Nc2cccnc2)c2ccccc21	i	·

Copied from above, 2 compounds:
The line under a structure holds: S3 lipid droplet, S3 lipid droplet cell count max
O=C(NC1CCCC1)c1ccccc1-c1nc2ccccc2[nH]1
  ?, ·
O=C(c1cccc(-n2cccc2)c1)N1CCN(S(=O)(=O)c2ccc(F)cc2)CC1
  -14.2%, 14.6

Additional structures follow.
The line under a structure holds: S3 lipid droplet, S3 lipid droplet cell count max
Cn1c(CCNC(=O)c2ccccc2)nc2ccccc21
  0.2%, 3.0
COCCCN(C(=S)NC(=O)c1ccc(Br)cc1)c1c(N)n(Cc2ccccc2)c(=O)[nH]c1=O
  ?, ·
Cc1nc2sc(C(c3ccco3)N3CCN(c4ccc(F)cc4)CC3)c(O)n2n1 (configuration not stated)
  11.8%, 6.8
COc1ccc(C(=S)N2CCN(c3ccccc3Cl)CC2)cc1OC
  14.5%, 10.1
CCOc1cc(C2CC(=O)N3CN(C4CCCCC4)CSC3=C2C#N)ccc1O (configuration not stated)
  -9.5%, ·
CN(CC(=O)Nc1ccc2c(c1)OCCO2)S(=O)(=O)c1ccc(F)cc1
  313.6%, 5.9
O=C(N1CCN(c2ccccc2F)CC1)C1(S(=O)(=O)c2ccc(Cl)cc2)CC1
  ?, ·
CC1(C)CC(NC(=O)c2c(N)no[n+]2[O-])CC(C)(C)N1
  ?, ·
CCOC(=O)Cc1csc(NS(=O)(=O)c2ccc3c4c(cccc24)C(=O)N3CC)n1
  13.7%, 1.6
O=C(c1ccc2oc(CCCc3ccccc3)nc2c1)N1CCCC(CCCO)C1 (configuration not stated)
  ?, ·
CCS(=O)(=O)N1CCC(c2nc(-c3ccc(C)cc3)no2)CC1
  23.0%, -18.1
Cc1noc(C)c1C(=O)OCC(=O)NC1CC1
  ?, ·
COc1ccc(OC)c(S(=O)(=O)Nc2cc3c4c(c2)CC(=O)N4CCC3)c1
  ?, ·
Cc1cc(C(F)F)n2ncc(C(=O)NCCc3ccccc3Cl)c2n1
  ?, ·
COCCn1c(=O)[nH]c2cc(C(=O)N3CCN(c4ccc(OC)cc4)CC3)ccc2c1=O
  ?, ·
O=C(c1ccccc1)N1CCN(C(=O)c2ccc3c(c2)OCCO3)CC1
  ?, ·
O=S(=O)(Cc1noc(-c2ccc(OC(F)(F)F)cc2)n1)c1ccc(F)cc1
  -2.3%, -0.6
CC/C=C/C(=O)N1CC2(CC(c3cccc(NC(=O)CC)c3)=NO2)C[C@H]1C(N)=O (some centres not stated)
  0.2%, 10.3
O=S(=O)(c1ccc(F)cc1)N1CCN(Cc2cc3c(cc2Br)OCCO3)CC1
  i, 2.5
CCC(C)(C)NC(=O)C(c1ccccc1Cl)N(C(=O)CCC(=O)Nc1cc(C)on1)C1CC1 (configuration not stated)
  i, 10.4
NC(=NCCc1c[nH]c2ccccc12)NS(=O)(=O)c1cc(F)ccc1F
  ?, ·
COc1ccc(C)cc1NC(=O)C1CCN(S(=O)(=O)c2c(C)noc2C)CC1
  ?, ·
COC(=O)c1c(C)[nH]c(C(=O)C(C)OC(=O)c2cnc(C)cn2)c1C (configuration not stated)
  7.3%, 4.5
CCOc1ccc(S(=O)(=O)N(C)c2ccc(OCC(=O)N3c4ccc(C)cc4C4CN(C)CCC43)cc2)cc1 (configuration not stated)
  7.6%, 7.6
CN(C)CCCOc1nn(Cc2ccccc2)c2ccccc12
  i, -1.6
CN(CC(=O)Nc1ccccc1Br)C(=O)c1cc(Cl)nc2ccccc12
  ?, ·
COc1cc(C2C(C#N)=C(N)Oc3n[nH]c(C)c32)ccc1OC(=O)c1ccccc1 (configuration not stated)
  9.6%, -20.4
C=C1SC(Nc2c(C)cc(C)cc2C)=NC12CCCCC2
  ?, ·
O=C(COc1ccccc1C(=O)c1cnn(-c2ccccc2)c1)Nc1ccccc1
  5.4%, 3.0
S=C(NCc1ccco1)N1CCN(c2ccccc2Cl)CC1
  ?, ·
COc1ccc(C(=O)COC(=O)CCN2C(=O)[C@@H]3[C@H](C2=O)[C@@H]2C[C@H]3C(Br)C2Br)cc1 (some centres not stated)
  3.3%, 6.5
CN1C(=O)c2ccccc2C(C(=O)NCCCN2CCCC2=O)C1c1c[nH]c2ccccc12 (configuration not stated)
  ?, ·
O=C(NC12CC3CC(CC(C3)C1)C2)N1CCN(C2CCCCC2)CC1
  4.8%, 4.6
O=C(NC1CCCCC1)c1ccc(CS(=O)(=O)c2ccc(Cl)cc2)o1
  ?, ·
COc1ccc(/C=C/c2nc3ccccc3c(=O)n2-c2cccc(C(=O)O)c2)cc1
  2.1%, 0.9
Fc1ccc(CNC(=S)Nc2cccc(Cl)c2)cc1
  ?, ·
CCCN(CC(=O)Nc1ccccc1OC)C(=O)Cc1ccc2c(c1)CCC2
  ?, ·
CCC(C)n1ncn(-c2ccc(N3CCN(c4ccc(OC)cc4)CC3)cc2)c1=O (configuration not stated)
  ?, ·
Clc1ccc2nc(CSc3nncn3-c3ccccc3)cn2c1
  ?, ·
Cc1ccc2c(c1)N(C(=O)CCC(=O)NCc1cccc(Br)c1)CC(C)O2 (configuration not stated)
  ?, ·
COc1ccccc1Cn1c(CCCO)nc2ccccc21
  ?, ·
CCc1noc(C)c1C(=O)Nc1cc(S(=O)(=O)N(CC)CC)ccc1N1CCCC1
  i, 19.2
O=C(Nc1cc([N+](=O)[O-])ccc1N1CCCC1)c1ccccc1
  ?, ·
CCOC(=O)c1c(C)[nH]c(C)c1C(=O)COC(=O)c1cccc(S(=O)(=O)NC)c1
  ?, ·
COc1ccccc1CN(C(=O)c1cnccn1)C(C(=O)NC1CCCCC1)c1cc(OC)c(OC)c(OC)c1 (configuration not stated)
  ?, ·
Cn1c(=O)c2c(ncn2CC(=O)OCC(=O)NCCc2ccccc2)n(C)c1=O
  i, ·
NC(=O)c1ncc(C(F)(F)F)cc1Oc1cccc(F)c1
  ?, ·
Cc1ccc(C(=O)Nc2ccccc2C(=O)N2CCCC2)cc1[N+](=O)[O-]
  ?, ·
Nc1c2c(nc3ccccc13)N(C1CCCCC1)CC2
  i, ·
Cc1nc(SCN2C(=O)c3ccccc3C2=O)n[nH]1
  11.9%, 0.7
C/C=C(\C)CN1CCC(n2nccc2NC(=O)CCOc2ccccc2)CC1
  -13.6%, -9.1
O=C(Cc1ccccc1)NCC(=O)OCC(=O)c1ccc([N+](=O)[O-])cc1
  -17.2%, 24.3
O=C1S/C(=C\c2ccc(O)c([N+](=O)[O-])c2)C(=O)N1c1ccccc1Cl
  -24.4%, 2.8
Cc1ccc(C(=O)N(Cc2nc(-c3ccc(C)cc3)no2)C(C)C)cc1
  ?, ·
Cc1ccc(S(=O)(=O)c2ccc(Cl)cc2)cc1S(=O)(=O)N(C)CC(=O)O
  4.5%, 11.4
COc1ccccc1CN(C)S(=O)(=O)c1cccs1
  ?, ·
Cc1ccc(-c2nnc3sc(CCc4ccccc4)nn23)cc1
  ?, ·
CCOCCCNC(=O)C1CCC(CNS(=O)(=O)c2ccc(F)cc2)CC1 (configuration not stated)
  ?, ·
Cc1ccccc1N1CCN(C(=O)[C@@H]2CCCN2C2=NS(=O)(=O)c3ccccc32)CC1
  ?, ·
COc1ccc(C)cc1NC(=O)C12CCC(C)(C(=O)O1)C2(C)C (configuration not stated)
  i, -24.6

Later entries.
The line under a structure holds: S3 lipid droplet, S3 lipid droplet cell count max
C=CCNc1nc(Nc2ccc(Cl)cc2)nc(OC)n1
  -0.1%, -15.9
COc1ccc(CSc2nc(C)cc(C)c2C#N)cc1
  0.6%, 5.5
CC(Oc1ccc2ccccc2c1)C(=O)NNC(=S)NC(=O)c1ccco1 (configuration not stated)
  ?, ·
O=c1c2[nH]c3ccc(F)cc3c2ncn1CC1CCCO1 (configuration not stated)
  8.2%, 3.1
O=C(O)CCCC(=O)Nc1ccc2c(c1)oc1ccccc12
  ?, ·
Cc1ccc(NC(=O)CSc2nc(=O)n(CCN(C)C)c3c2CCCC3)cc1Cl
  ?, ·
CCOC(=O)C1CCN(S(=O)(=O)c2cc3c4c(c2)C(C)C(=O)N4CCC3)CC1 (configuration not stated)
  i, -4.6
Cc1ccc(/C(O)=C2/C(=O)C(=O)N(Cc3ccco3)C2c2cccs2)cc1 (configuration not stated)
  ?, ·
COc1ccc(CCNC(=O)Cn2c([N+](=O)[O-])cnc2C)cc1OC
  22.9%, 11.0
CCCc1nc(-c2cc3cc(C)ccc3[nH]c2=O)no1
  6.7%, -2.7
Cc1cc(S(=O)(=O)N2CCCCC2)ccc1OCC(=O)N1CCOCC1
  ?, ·
Cc1ccccc1OC(C)C(=O)NCCCN1CCOCC1 (configuration not stated)
  10.8%, 11.0
CN(C)CCCNc1cc(C(C)(C)C)nc2c(-c3ccccc3)cnn12
  ?, ·
CC(=O)Nc1nc2cc(N)ccc2s1
  ?, ·
COc1cccc(-c2csc(N3CCN(C(=O)Nc4ccc(F)cc4)CC3)n2)c1
  -0.3%, -5.4
CC(=O)NC(=S)Nc1ccc(S(=O)(=O)N(C)Cc2ccccc2)cc1
  3.2%, 2.4
COC(=O)C1C(O)CCC2CN3CCc4c([nH]c5ccccc45)C3CC21 (configuration not stated)
  1.5%, -4.6
COC(=O)c1c(NC(=O)Cn2cnc([N+](=O)[O-])n2)sc2c1CCC(C)C2 (configuration not stated)
  ?, ·
Cc1ccc(S(=O)(=O)NCCCN(C)C)cc1
  ?, ·

Assay outcomes: PubChem BioAssay, National Center for Advancing Translational Sciences (NCATS)
